PhoP GFP inhibition – PhoP regulon inhibitors, Salmonella typhi PhoP promoter GFP reporter, confirmatory (AID 1850) | Salmonella Typhi PhoP-promoter GFP reporter, fluorescence, 4 h; higher % means a stronger effect | one-dose inhibition, % at 50 µM; IC50 in µM for titrated hits | hit rate 0.33% among 310,000; in the data active = a potency from the dose series; inconclusive = inhibition mostly from about 25% at the one dose, without a potency; inactive = the rest, 99 in 100 with inhibition below about 19%;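 also: 0% = induced wells with vehicle and 100% = uninduced wells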
H1N1 NS1A inhibition – NS1A inhibition, H1N1 influenza, cell based functional assay (AID 504329). NS1A functional cell-based assay, percent inhibition; higher % means a stronger effect. hit rate 0.3% among 340,000. inhibition, % at 12.5 µM; hits with a dose series show IC50 in µM; in the data active = a potency from the dose series; inconclusive = inhibition above about 27% without an active follow-up result; also: strong numbers were not always called active
H37Rv inhibition – M. tuberculosis growth inhibition, HTS (AID 449762); M. tuberculosis H37Rv growth inhibition, 7H9 media; higher % means a stronger effect; inhibition, % at 25 µM, or IC50 in µM where a hit was titrated; hit rate 0.59% among 330,000; in the data active = a potency from the dose series; inconclusive = inhibition above about 70% without an active follow-up result;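 also: bacterial growth assessed after seven days of incubation; strong numbers were not always called active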
VEEV TC-83 Vero – inhibitors of VEEV TC-83 cytopathic effect, confirmation, Vero cells (AID 588727); one-dose inhibition, % at 20 µM; IC50 in µM for titrated hits; hit rate 0.13% among 350,000; Vero cells, VEEV TC-83 cytopathic effect inhibition; higher % means a stronger effect; in the data active = a potency from the dose series; inconclusive = inhibition mostly from about 14% at the one dose, without a potency; inactive = the rest, 99 in 100 with inhibition below about 12%; also: strong numbers were not always called active
M. tuberculosis – growth inhibition of non-replicating M. tuberculosis (AID 488890). one-dose inhibition, % at 25 µM; IC50 in µM for titrated hits. hit rate 0.39% among 320,000. Mycobacterium tuberculosis non-replicating, growth inhibition; higher % means a stronger effect; in the data active = a potency from the dose series; inconclusive = inhibition mostly from about 82% at the one dose, without a potency; inactive = the rest, 99 in 100 with inhibition below about 76%;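 also: plate controls were DMSO cells for no effect and high antibiotic wells for full effect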
* hit, by the source's call; i = inactive; u = inconclusive; x = no result given.

Screens in order – PhoP GFP inhibition, H1N1 NS1A inhibition, H37Rv inhibition, VEEV TC-83 Vero, M. tuberculosis
1	Cc1nc2ccc(NC(=S)N3CCN(c4ccccn4)CC3)cc2nc1C
 : 5%, -3%, 1%, 3.3%, 55%
2	O=C(Nc1ccc(Oc2ncccn2)cc1)c1ccco1
 : 1%, 5%, -2%, 5.3%, -12%
3	CCCCOC(=O)c1ccc(NC(=O)c2ccoc2C)cc1
 : -2%, 4%, 32%, 1.9%, 42%
4	O=C1SCCC1NS(=O)(=O)c1ccccc1[N+](=O)[O-] (stereo not drawn)
 : 1%, 0%, 4%, 0.1%, 5%
5	O=C1C(Cl)=C(N2CCCCC2)C(=O)N1c1ccccc1Cl
 : 3%, -3%, 60%, i, 50%
6	CCCCn1c(N)c(N(CCOC)C(=O)CC(NC(=O)c2ccccc2Cl)c2ccccc2)c(=O)[nH]c1=O (stereo not drawn)
 : x, -5%, x, 0.6%, x
7	CCOc1ccc(CN2CCN(Cc3cn(CC)nc3C)CC2CCO)cc1 (stereo not drawn)
 : -5%, -15%, -1%, i, 9%
8	Cn1c(N)c(C(=O)COC(=O)c2cnc(Cl)c(Cl)c2)c(=O)n(C)c1=O
 : 0%, 8%, -2%, 1.8%, 12%
9	Cc1ccc2cc(CN(C)C(=O)C3CCCO3)c(=O)[nH]c2c1 (stereo not drawn)
 : 0%, 2%, 7%, 0.3%, 3%
10	O=C(COC(=O)c1cc(S(=O)(=O)N2CCOCC2)ccc1Cl)NC1CC1
 : x, -12%, -4%, 2.0%, -11%
11	CCc1ccc2[nH]c(=O)c(CN(CCCN3CCOCC3)C(=O)Nc3cccc(Cl)c3)cc2c1
 : -1%, -10%, 24µM*, 0.6%, 70%
12	COCCN1C(=O)Cc2c1nc(N)c1c(N)nc(N3CCN(c4ccc(F)cc4)CC3)c(C#N)c21
 : -11%, -4%, 0%, 7.5%, 3%
13	Cc1ccccc1S(=O)(=O)Cc1ccc(C(=O)NC2CCCCCC2)o1
 : -21%, -1%, 3%, 0.4%, 3%
14	O=C(NNC(=S)NCc1ccccc1)c1ccc(Br)cc1
 : 8%, 10%, 1%, 0.1%, 3%
15	CC(C)(C)C(=O)CSc1ccc(S(=O)(=O)N2CCN(Cc3ccccc3)CC2)cn1
 : x, -3%, -10%, 0.4%, 23%
16	O=C(c1ccc(CNS(=O)(=O)c2ccccc2)cc1)N1CCN(c2ccccn2)CC1
 : -6%, -3%, -13%, 4.6%, 19%
17	COc1ccc(C(=O)OCC(=O)NC(=O)NC(C)C)cc1OC
 : 3%, 6%, -2%, i, 0%
18	CCn1c(-c2csc(-c3ccccc3)n2)n[nH]c1=S
 : 9%, -5%, -2%, 0.2%, 13%
19	COC(=O)CC1C(=O)NCCN1C(=O)c1sc2ccccc2c1Cl (stereo not drawn)
 : 12%, -4%, -3%, 1.1%, -1%
20	O=C(O)c1ccc(Cl)c(NC(=S)NC(=O)c2cccc(COc3ccccc3)c2)c1
 : -14%, -11%, 0%, 4.2%, 50%
21	Cc1ccc(S(=O)(=O)N2CCN(C3CCN(Cc4ccccc4)CC3)CC2)cc1
 : -8%, 5%, -7%, i, 14%
22	Cc1ccc(Cl)cc1N1CCN(C(=O)c2ccc(NS(=O)(=O)c3c(C)noc3C)cc2)CC1
 : -4%, -2%, 18%, 5.3%, 27%
23	CSc1ccc(/C=C2\CCn3c2nc2cc(C(=O)O)ccc2c3=O)cc1
 : 3%, -28%, 1%, 1.7%, -21%
24	COc1cc(C2C(C(=O)c3ccc(C)o3)=C(O)C(=O)N2c2cc(C)on2)cc(Br)c1O (stereo not drawn)
 : -21%, 7%, -2%, 1.3%, 61%
25	Cc1ccc(-c2csc(NC(=O)CSc3nc(C)cs3)n2)cc1
 : -3%, -1%, 23%, i, 68%
26	CCOC(=O)c1c(NC(=S)Nc2ccccc2)sc(C)c1C
 : -5%, -4%, -10%, 0.8%, 74%
27	O=C(CCn1c(=O)[nH]c2ccsc2c1=O)N1CCN(Cc2ccc3c(c2)OCO3)CC1
 : -11%, 4%, -7%, 7.0%, 2%
28	O=C(CCCSc1nc2ccccc2s1)NCc1ccco1
 : -1%, -1%, 1%, i, i
29	OC(CC#CCN1CCCCC1)(c1ccccc1)c1ccccc1
 : 1%, 0%, 8%, i, 25%
30	Cc1ccc(-c2nc(=S)c3c(n2Cc2cccnc2)CC(C)(C)OC3)cc1
 : -14%, -16%, -5%, i, -23%
31	Cn1cc(-c2nnnn2-c2ccccc2)c(=O)c2ccccc21
 : -7%, 13%, -10%, 5.9%, -5%
32	CC(=O)OC1[C@H](Oc2c(O)c(C)c3c4c2[C@@H](C)CC[C@@H]4[C@@H](C)C[C@@H]3C=C(C)C)OC[C@@H](O)[C@@H]1O (stereo partly drawn)
 : x, -2%, 4%, 0.7%, 9%
33	COc1ccc(C(C(=O)NC(C)(C)C)N(Cc2ccco2)C(=O)CCC(=O)Nc2cc(C)on2)cc1 (stereo not drawn)
 : -13%, 1%, -10%, 2.2%, 0%
34	CC(C(=O)NCCN1C(=O)S/C(=C\c2cccnc2)C1=O)N1C(=O)c2ccccc2C1=O (stereo not drawn)
 : 1%, 4%, -5%, i, 38%
35	CCc1cc2cc(C)cc(C)c2nc1SCC(=O)Nc1cc(C)on1
 : 5%, -5%, 2%, i, 20%
36	Cc1sc2ncnc(SCC(=O)N3CCCC3)c2c1C
 : 1%, -26%, 5%, 3.6%, u
37	Cc1ccc(NC(=O)CSc2ccccc2)cc1S(=O)(=O)N1CCOCC1
 : x, -9%, x, 2.9%, x
38	COC(=O)c1c(NC(=O)CN2C(=O)C(=O)N(C(C)C)C2=O)sc(C)c1C
 : x, -6%, 1%, 2.7%, 0%
39	Cn1nc(C(=O)NC2CCCCC2)c2ccccc2c1=O
 : -5%, -3%, 3%, 0.7%, 3%
40	CCOC(=O)N1CCc2c(sc(NC(C)=O)c2C(N)=O)C1
 : -12%, -4%, -3%, 1.7%, x
41	CC1CCCCN1CCCNC(=O)c1c(O)nc2ccccn2c1=O (stereo not drawn)
 : 7%, -3%, 3%, 0.9%, -2%
42	CC(=O)OC1CC2(O)C3CCC4CC(O)CCC4(C)C3CCC2(C)C1C1=CC(=O)OC1 (stereo not drawn)
 : x, -23%, x, 24%, x
43	Cc1sc2nc(COC(=O)c3cccc(OC(F)F)c3)[nH]c(=O)c2c1C
 : 10%, -10%, 2%, 0.8%, 17%
44	COc1ccc(CCC(=O)NNC(=O)Nc2ccc(C(C)=O)cc2)cc1
 : -10%, -5%, -3%, 3.1%, -28%
45	O=C(CSc1nnc2ccccn12)Nc1ccc2c(c1)OCCO2
 : 7%, 1%, -8%, 0.9%, -6%
46	O=C(CC1CCCC1)NNC(=O)c1ccc(F)cc1
 : -3%, -8%, 6%, 1.3%, 54%
47	Nc1nn2cc(-c3ccccc3)nc2c2ccccc12
 : 27%, 4%, 1%, 6.6%, 25%
48	N#C/C(=C\c1ccc([N+](=O)[O-])cc1)C(=O)Nc1ccccc1O
 : -2%, 14%, 2%, 0.7%, 17%
49	Cc1ccc(Oc2ccc(NC(=O)c3ccco3)cc2)cc1
 : 6%, -20%, 48%, i, 50%
50	Cc1ccc(SCc2cc(=O)[nH]c(N3CCN(Cc4ccccc4)CC3)n2)cc1
 : 6%, -12%, 3%, 0.5%, 6%
51	N#C/C(=C\c1ccc(-c2ccc([N+](=O)[O-])cc2)o1)C(=O)Nc1nc(-c2cccs2)cs1
 : 15%, 15%, 6%, 0.5%, 44%
52	CCc1ccc(C2CC(c3ccccc3Cl)Nc3nc(N)nn32)cc1 (stereo not drawn)
 : -1%, -11%, -4%, 0.4%, 52%
53	COc1ccc(C(=O)N/C(=C\c2ccc3c(c2)OCO3)C(=O)Nc2ccc(C(=O)O)cc2)cc1
 : -4%, 2%, -5%, 1.6%, 14%
54	CCOc1cc2c(cc1O)CCC1C2CCC2(C)C(O)CCC12 (stereo not drawn)
 : x, -1%, x, 8.3%, x
55	CCC(Cc1ccccc1)NC(=O)CCc1ccccc1 (stereo not drawn)
 : 2%, -9%, 6%, i, 70%
56	CC(C)C1Nc2c(O)cc(Cl)c([N+](=O)[O-])c2C2C=CCC21 (stereo not drawn)
 : x, 6%, x, 2.5%, x
57	O=C(O)c1ccccc1-c1ccccc1C(=O)NCCCO
 : 1%, -11%, 6%, 5.6%, -5%
58	Cc1c(OCC(=O)N2C[C@H]3C[C@@H](C2)c2cccc(=O)n2C3)ccc2c3c(c(=O)oc12)CCCC3
 : 12%, 3%, -5%, 6.9%, 5%
59	CCc1c(O)nc(SCC(=O)Nc2ccccc2C)n(-c2ccc(C)cc2)c1=O
 : -7%, -3%, 10%, i, 23%
60	O=C(CSc1nc(O)cc(=O)n1-c1ccccc1)Nc1ccc2c3c(cccc13)CC2
 : -6%, -12%, 7%, 0.3%, 31%

Carrying on.
Screens in order – PhoP GFP inhibition, H1N1 NS1A inhibition, H37Rv inhibition, VEEV TC-83 Vero, M. tuberculosis
61	COc1ccccc1OCCNC(=O)c1cccs1
 : -23%, -1%, 8%, 0.9%, 4%
62	Cc1ccc(S(=O)(=O)N2CCc3ccccc3C2)cc1
 : 7%, -2%, 3%, i, 14%
63	Cc1c(NC2=NC(C)(C)Cc3ccccc32)c(=O)n(-c2ccccc2)n1C
 : -13%, -2%, -2%, 0.3%, -12%
64	N/C(=N\OC(=O)c1ccc(Cl)cc1)c1ccccn1
 : 7%, -10%, u, 3.0%, x
65	CC1(C)CC(=O)C2=C(C1)N(Cc1ccc(F)cc1)C(=O)C2(NC(=O)c1cccnc1)C(F)(F)F (stereo not drawn)
 : -9%, -11%, -5%, i, 5%
66	CCOC(=O)N1CCN(S(=O)(=O)c2ccc(C(=O)Nc3nc4c(s3)CC(C)CC4)cc2)CC1 (stereo not drawn)
 : 11%, 2%, 17%, 1.1%, 13%
67	COC(=O)c1sccc1NC(=O)c1c(C)cc(=O)oc1C
 : -9%, -4%, -6%, 0.5%, 2%
68	COc1ccc(CNC(=O)COC(=O)c2cccnc2Nc2cccc(C(F)(F)F)c2)cc1
 : 6%, 6%, -4%, 1.5%, -15%
69	O=C(c1ccco1)N1CCN(C(=O)C2CCN(S(=O)(=O)c3cccc4nsnc34)CC2)CC1
 : 10%, -6%, 7%, 0.6%, -3%
70	CC(OC(=O)c1cccc(N(C)C)c1)C(=O)N1CCc2ccccc2C1 (stereo not drawn)
 : x, -14%, -12%, 1.4%, 5%
71	Cc1ccc(NC(=S)NC(=O)C2CCCC2)c(Br)c1
 : x, -5%, 7%, 0.5%, u
72	CCc1ccccc1NC(=O)c1cc(-c2ccc(F)cc2)on1
 : 12%, -24%, 7%, 0.6%, -4%
73	CCOCCCNC(=O)c1ccc(CS(=O)(=O)Cc2ccccc2F)o1
 : 3%, -5%, x, 0.9%, x
74	Nc1ncnc(N)c1N=Nc1ccccc1
 : -4%, 0%, -2%, 3.9%, 11%
75	c1nc(NCc2ccc3c(c2)OCO3)c2cc(-c3ccoc3)ccc2n1
 : x, 8%, -3%, 11%, 12%

Sorted by formula weight (rising): 5 of the compounds above.
Screens in order – PhoP GFP inhibition, H1N1 NS1A inhibition, H37Rv inhibition, VEEV TC-83 Vero, M. tuberculosis
74	Nc1ncnc(N)c1N=Nc1ccccc1
 : -4%, 0%, -2%, 3.9%, 11%
3	CCCCOC(=O)c1ccc(NC(=O)c2ccoc2C)cc1
 : -2%, 4%, 32%, 1.9%, 42%
31	Cn1cc(-c2nnnn2-c2ccccc2)c(=O)c2ccccc21
 : -7%, 13%, -10%, 5.9%, -5%
73	CCOCCCNC(=O)c1ccc(CS(=O)(=O)Cc2ccccc2F)o1
 : 3%, -5%, x, 0.9%, x
51	N#C/C(=C\c1ccc(-c2ccc([N+](=O)[O-])cc2)o1)C(=O)Nc1nc(-c2cccs2)cs1
 : 15%, 15%, 6%, 0.5%, 44%

(further entries)
Screens in order – PhoP GFP inhibition, H1N1 NS1A inhibition, H37Rv inhibition, VEEV TC-83 Vero, M. tuberculosis
76	CCCc1cc(C(=O)N2CCC(n3nccc3NC(=O)c3ccc(OC)cc3)CC2)no1
 : -3%, 4%, 6%, 0.8%, 4%
77	O=C(COc1ccc(Cl)cc1)Nc1ccc2c(c1)C(=O)NC2=O
 : -7%, -2%, -34%, 6.6%, 18%
78	CC1CCN(C(c2cc3cc4c(cc3[nH]c2=O)OCO4)c2nnnn2CC2CCCO2)CC1 (stereo not drawn)
 : -1%, -2%, -9%, 1.0%, 1%
79	Cc1ccc(C(=O)Nc2ccc([N+](=O)[O-])cn2)o1
 : 7%, -3%, -6%, 0.1%, 29%
80	Cc1ccccc1NC1=NCC(c2ccc([N+](=O)[O-])cc2)S1 (stereo not drawn)
 : -8%, 4%, 1%, u, 69%
81	O=C(CN(C(=O)c1csnn1)c1cccc(Cl)c1)NC1CCCC1
 : 8%, 6%, -6%, 0.6%, -14%
82	COc1ccc(NC(=O)C2CCN(S(C)(=O)=O)CC2)cc1Cl
 : 2%, -4%, -13%, 1.3%, 0%
